KLF5 inhibitor: inhibitors of KLF5 expression; 290,000 tested, 0.23% active; DLD-1 KLF5 promoter-luciferase reporter, luminescence; inhibition, % at 5 µM; AID 1700;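 active = inhibition above a per-plate limit of that plate's mean compound inhibition plus 3 SD, cut at about 60% in these data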;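 note: 0% = DMSO wells and 100% = LY294002 at 200 µM; higher means less KLF5 promoter-driven luciferase light; inactives centre near -14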
HSF1 inh: HSF1 inhibition. 300,000 tested, 0.77% active. AID 2098. NIH3T3-HGL HSE-luciferase, MG132-induced, luminescence 8 h; hits give low values. activity change, negative = inhibition, % at 7.5 µM (by protocol);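 active = more than half of replicate wells show activity change below -50%, luminescence cut by over half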;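 note: luciferase reports HSF-1 transcriptional activity via heat shock element; 0% = median of DMSO wells and -100% = zero luminescence signal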
HSF-1 act: increases HSF-1 driven luciferase reporter signal; NIH3T3-HGL HSF-1 luciferase reporter, MG132, 8 h; 100% = twice DMSO control signal; activation, % at 9 µM; 300,000 tested, 1.7% active; AID 504408;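 active = mean replicate activation of at least 50% with a set share of replicates each reaching 50%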;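 note: 0% = median of the neutral control wells and 100% = twice that signal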
AI-2 QS mod: modulators of Vibrio harveyi AI-2 quorum sensing system | AID 2094 | activity change, % at 7.5 µM | 300,000 tested, 0.4% active | Vibrio harveyi JMH597 AI-2 luminescence/OD600 ratio, 9 h; hits give low values; strain lacks LuxN and CqsS sensors; 0 = neutral-control median; in the data active = activity change below about -75%, passing the limit was not always enough;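 note: luminescence divided by OD600 gain over 9 h not by final OD600 alone; inactives centre near 13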
aSyn UTR inh: 5' untranslated region of α-synuclein, MLPCN primary screen; alpha-synuclein 5'UTR reporter, inhibitor activity; AID 1813; inhibition, % (tested at 7.5 µM); 300,000 tested, 0.82% active; in the data active = inhibition above about 60%;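 note: H4 neuroglioblastoma cells stably carrying SNCA 5'UTR luciferase fusion; 0% = DMSO wells and 100% = positive control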
IEC-6 tox: IEC-6 cytotoxicity, counter-screen for KLF5 inhibitors; luminescence viability; inhibition, % at 5 µM; 290,000 tested, 0.78% active; AID 1825; in the data active = inhibition above about 22%;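 note: 0% = plate median of test compound wells and 100% = cytotoxic reference compound wells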
SKKanGAS inh: SKKanGAS growth inhibition | S. pyogenes SKKanGAS, kanamycin growth, BacTiter-Glo, 6 h | inhibition, % at 7.5 µM | 300,000 tested, 1.3% active | AID 1662;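 active = mean replicate score, as percent of positive control median, at least 50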;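 note: strain carries kanamycin resistance gene driven by streptokinase promoter and grows in 40 µg/ml kanamycin; loss of luminescence reflects streptokinase promoter inhibition or plain growth inhibition; 0% = median of DMSO wells and 100% = positive control at its reference dose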
HIF activator: HIF pathway transcriptional activation; U2OS HRE-luciferase reporter, luminescence; normalized: DMSO 0%, desferrioxamine 100%; activation, % at 7.5 µM (by protocol); 300,000 tested, 0.32% active;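 active = mean activation of at least 10% of the iron chelator positive control signal, with at least half of replicates also reaching 10%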
Platelet DG rel: platelet dense granule release activity; 300,000 tested, 0.22% active; inhibition, %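 (compounds screened at 7.5 µM in platelet-rich plasma)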; AID 1663; human platelet-rich plasma, SFLLRN dense granule ATP release, luminescence;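 active = mean replicate score, as percent of positive control, at or above 50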
HSP90 inh: HSP90 refolding inhibition in rabbit reticulocyte lysate; luciferase refolding luminescence, 3 h; inhibition, % at 5.6 µM; 290,000 tested, 0.91% active; AID 1789;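 active = inhibition above the screen-wide mean plus 3 SD, computed separately per campaign, cut at about 16% in these data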;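 note: 0% = DMSO wells and 100% = 60 µM geldanamycin wells; inhibitors lower the luminescence because luciferase stays unfolded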
Active calls of the source: *; . = not tested or not shown.

SMILES | KLF5 inhibitor | HSF1 inh | HSF-1 act | AI-2 QS mod | aSyn UTR inh | IEC-6 tox | SKKanGAS inh | HIF activator | Platelet DG rel | HSP90 inh
c1ccc(-c2ccc(C3=Nn4c(nnc4-c4cccs4)SC3)cc2)cc1 | 10.5 | 0.6 | 17.1 | 45.3 | 28.2 | 7.6 | 51.0* | 0.6 | -1.7 | -0.8
COc1ccccc1NS(=O)(=O)c1cccc(C(=O)N/N=C(\C)c2ccc3c(c2)OCCO3)c1 | -5.7 | -3.0 | 10.3 | 33.4 | 2.1 | 8.3 | 2.4 | -0.2 | -2.2 | 0.8
CC(=O)Nc1c(O)[nH]c2ccccc12 | -10.5 | . | . | 19.2 | 8.8 | 0.9 | -5.4 | -0.5 | -5.9 | -0.6
CCc1nc(N2CCC3(CC2)OCCO3)c2nnn(Cc3ccccc3)c2n1 | -37.6 | -7.5 | -5.3 | 11.9 | 17.9 | 8.8 | -7.0 | 0.7 | 24.3 | -3.2
O=C(Nc1ccc(F)c(Cl)c1)c1ccc2c(c1)OCO2 | -123.9 | 4.7 | 21.3 | 2.6 | -210.9 | 3.2 | 0.4 | 2.6 | 7.0 | 3.5
CC(=C/c1ccccc1)/C=N/n1c(-c2ccco2)n[nH]c1=S | -3.6 | 6.5 | 7.6 | 39.2 | 27.2 | -5.8 | 34.5 | 1.2 | 4.5 | -2.3
Cc1ccc(C)c(N(C(=O)CNC(=O)c2ccco2)C(C(=O)NC2CCCCC2)c2cccnc2)c1 (stereo unspecified) | 2.1 | -1.9 | 4.1 | 26.6 | -25.0 | 1.1 | 6.9 | -0.1 | -2.5 | -1.5
COc1cc(S(=O)(=O)Nc2ccc(C)cc2)ccc1NC(=O)c1ccncc1 | 9.3 | 0.2 | -0.4 | 16.7 | -0.3 | -8.4 | 0.6 | 0.0 | -0.2 | -2.3
COc1ccc(CN(C)C(=O)c2ccc(NS(=O)(=O)c3ccc(C)c([N+](=O)[O-])c3)cc2)c(OC)c1OC | . | -2.2 | -8.9 | 25.5 | -1.6 | . | -1.9 | -0.3 | -1.3 | .
COc1ccc2c(-c3ccccc3)cc3nnnn3c2c1 | -9.0 | . | . | 4.0 | 13.0 | 0.7 | 29.0 | -0.4 | -7.7 | -1.6
O=C(Cc1ccc([N+](=O)[O-])cc1)N1CCCCCC1 | -19.2 | 2.2 | 4.8 | 26.1 | -18.0 | -2.6 | -2.2 | -0.2 | -3.8 | -3.3
O=C(CC(c1ccccc1)c1cc(Cl)ccc1O)NCCN1CCOCC1 (stereo unspecified) | -33.0 | 2.4 | -14.7 | 17.0 | 7.8 | 1.7 | -1.2 | 0.0 | 16.7 | 2.5
CC(C)(C)n1nc2c(c1NC(=O)c1ccc([N+](=O)[O-])cc1)CS(=O)(=O)C2 | 3.4 | -1.9 | 16.1 | 7.9 | 26.2 | 6.6 | -5.6 | 0.0 | -19.0 | -4.7
Cc1ccc2nc3c(cc(C(=O)NCC4CCCO4)c(=N)n3CCCOC(C)C)c(=O)n2c1 (stereo unspecified) | -13.3 | . | . | 31.1 | . | -2.8 | . | . | . | 0.5
CCOc1cc(/C=N/Nc2nc(-c3cccc(S(=O)(=O)N4CCCC4)c3)cs2)ccc1O | -27.6 | 8.4 | 24.0 | 10.4 | -47.8 | 4.5 | 30.8 | -0.9 | -8.2 | -1.7
COc1ccc(NC(=O)CNc2ccc(C#N)cc2)cc1 | -28.2 | 6.2 | 17.1 | -10.0 | 12.6 | 11.4 | 10.6 | -1.0 | -1.8 | -0.9
COc1ccc(/C=C(\NC(=O)c2ccccc2)C(=O)N2CCN(C)CC2)cc1 | -3.2 | -7.0 | -16.5 | 21.8 | -17.6 | -2.2 | -2.1 | -0.4 | 4.8 | -1.0
CCOC(=O)C1=C(C)NC2=C(C(=O)C(C(=O)OCC)C(c3ccccc3OC)C2)C1c1ccccn1 (stereo unspecified) | -29.6 | 12.9 | 26.5 | 17.7 | 2.2 | 0.8 | -8.7 | -0.2 | -14.7 | -4.1
CCOC(=O)c1ccc(NC(=O)CCOc2ccccc2)cc1 | -16.9 | 3.8 | 0.1 | 15.4 | 11.8 | -5.9 | 0.8 | -0.3 | -5.4 | -0.1
COC(=O)c1cc(-c2ccc(Cl)cc2)n[nH]1 | -46.6 | 8.5 | 29.1 | 1.2 | -9.7 | 3.7 | 1.0 | 0.5 | 2.6 | 4.2
O=c1cc(CN2CCCCC2)nc(C2CC2)[nH]1 | -19.1 | -2.4 | 21.3 | 11.2 | -7.3 | -6.5 | -4.5 | 0.0 | 13.8 | 0.9
Cc1ccc(C(=O)/C=C/c2ccc3ncccc3c2)cc1 | -43.3 | 0.4 | 11.3 | -2.6 | -67.6 | 1.6 | -2.8 | 2.8 | 7.5 | -3.0
COc1ccc(CCNC(=S)N(C)C)cc1OC | 0.4 | -5.4 | 2.6 | 15.1 | -5.0 | 0.2 | 3.1 | 0.1 | -3.5 | 2.1
CC(NC(=O)CSc1nc2ccccc2n1CCC#N)c1ccc(F)cc1 (stereo unspecified) | -4.4 | -5.3 | -21.0 | 29.1 | -0.1 | -1.1 | 2.7 | -0.2 | 15.5 | 3.1
CC(=O)Nc1c2c(nn1-c1cccc(Cl)c1)CS(=O)(=O)C2 | -14.2 | -7.4 | 0.3 | 28.1 | 4.6 | -4.2 | 1.3 | 0.4 | -6.8 | -5.3
Cn1ccnc1SCC(=O)Nc1cccc(C(F)(F)F)c1 | -10.6 | -2.1 | 0.0 | 36.7 | -15.6 | 1.4 | 0.5 | 1.4 | -6.8 | 0.0
Cc1cc(=O)n2c(sc3ccccc32)c1C#N | 1.8 | -5.0 | -3.1 | 17.8 | -12.8 | 2.2 | 10.4 | 0.0 | 3.7 | 2.7
CCN1C=CC2=C(C#N)C(N)C(C#N)(C#N)C(c3ccccc3C(F)(F)F)C2C1 (stereo unspecified) | -12.3 | 7.3 | 12.3 | 17.0 | -13.7 | -5.7 | 1.5 | -0.1 | -9.6 | -1.6
C[C@]12C=CC(=O)C=C1CC[C@@H]1[C@@H]2[C@@H](O)C[C@@]2(C)[C@H]1CC[C@]2(O)C(=O)COC(=O)CCC(=O)NCCc1ccc(O)cc1 | -37.1 | -45.5 | -43.8 | 13.4 | 15.3 | 6.5 | -1.4 | 0.9 | 2.6 | -2.6
CCOC(=O)Cn1nc2sc3ccccc3n2c(=O)c1=O | -5.4 | -1.7 | 8.4 | 17.7 | -1.5 | -1.4 | -3.8 | 0.1 | -10.0 | 9.6
CNC(=O)c1sc(NCc2ccccc2OC)nc1C | -23.8 | 1.6 | 10.1 | 17.5 | -3.2 | 4.8 | 4.0 | 1.9 | 4.0 | 1.1
O=C(CCS(=O)(=O)c1cccc2nonc12)Nc1cccc2c1CCCC2 | 3.6 | 2.3 | 3.1 | 7.1 | -18.9 | -1.1 | -8.1 | -0.6 | 6.5 | -2.5
Cc1nn(Cc2ccc(Cl)cc2Cl)c(C)c1NC(=O)c1ccc(COc2cc(Cl)ccc2Cl)o1 | -36.1 | 8.9 | 17.0 | 21.6 | 11.6 | -9.1 | 19.5 | 0.6 | -2.6 | -7.0
COCCCNC(=O)Cn1c(=O)n(Cc2ccc(C(=O)NCCc3ccc(OC)c(OC)c3)cc2)c(=O)c2ccccc21 | -30.0 | -5.3 | -2.7 | 5.0 | 25.6 | 0.3 | 2.7 | 0.1 | 15.9 | -1.6
CCOC(=O)c1c(C)c(C(=O)NCCN2CCOCC2)c(C)n1C | -15.8 | -12.0 | 7.3 | 22.1 | 5.1 | -6.4 | 3.0 | -0.2 | -3.7 | 1.9
COc1ccc2cc(-c3[nH]ncc3CN3C[C@@H]4CCC[C@H]3C4)ccc2c1 | -30.5 | 3.2 | 11.6 | 30.2 | -78.2 | 6.6 | 0.7 | 1.1 | -1.6 | 3.3
Cc1cc(NS(=O)(=O)c2ccc(NC(=S)NC(=O)c3ccccc3)cc2)no1 | -36.0 | -7.1 | -16.4 | 12.5 | 6.4 | 63.1* | 2.5 | -0.7 | 0.9 | 1.7
CCC(=O)Nc1nc2ccccc2n1CCN1CCOCC1 | -29.1 | -12.5 | -26.0 | -0.6 | -31.3 | -1.7 | -3.2 | 1.4 | -4.1 | -2.0
O=C1C2C3C=CC(C3)C2C(=O)N1c1cccc(N2C(=O)C3C4C=CC(C4)C3C2=O)n1 (stereo unspecified) | -28.5 | -7.6 | -22.3 | 24.9 | 23.6 | -0.2 | -2.5 | 0.1 | 2.8 | 0.6
COc1ccc(CCC(=O)N2CCN(c3ccc(OC)cc3)CC2)cc1 | -6.4 | 5.8 | -13.7 | 13.9 | 5.9 | 4.9 | -8.4 | 1.5 | 1.0 | 1.6
Cc1cc(NC(=O)CN2C(=O)[C@@H]3[C@H](C2=O)[C@@H]2C[C@H]3C(Br)C2Br)no1 (stereo partly specified) | -23.8 | -2.8 | 0.4 | 10.7 | -12.4 | 0.6 | -9.5 | -0.4 | 10.7 | -0.4
CN(CC(=O)Nn1cnnc1)S(=O)(=O)c1ccccc1 | -17.7 | -6.3 | 0.2 | -2.5 | 1.7 | 2.9 | -6.4 | -0.2 | -0.3 | 3.8
Cc1cccc(C(=O)Oc2ccc(/C=N/NC(=O)c3ccncc3)cc2)c1 | -2.7 | 13.8 | 26.4 | . | -15.7 | -4.8 | 15.0 | 0.8 | -1.7 | 0.1
COCC(=O)Nc1sc2c(c1C(=O)OC)CCC(C)C2 (stereo unspecified) | -8.7 | -5.0 | 6.7 | 11.8 | -25.5 | -5.0 | -4.8 | 0.0 | 0.0 | -0.8
COc1ccc(C2/C=C\CN(S(=O)(=O)c3ccc4ccccc4c3)CC(=O)N2Cc2ccc(F)cc2)cc1 (stereo unspecified) | . | 2.4 | . | 9.5 | 5.3 | . | 4.7 | -0.2 | 7.4 | .
Cc1sc2nc(SCC(=O)NCCCO)n(-c3ccccc3)c(=O)c2c1C | -20.9 | -2.9 | -2.0 | -0.6 | 4.4 | -0.3 | 0.7 | 0.8 | -1.6 | 4.4
COc1ccc(NC(=O)CNC(=O)c2nn(-c3ccc(OC)cc3OC)c(=O)c3ccccc23)c(OC)c1 | -33.7 | 1.2 | -11.7 | 11.7 | 24.7 | 0.8 | 3.6 | -1.4 | 2.7 | -0.3
CCOC(=O)C1CCN(Cc2ccc(O)c3ncccc23)CC1 | 0.8 | 14.7 | 12.2 | 7.8 | 30.8 | 0.6 | 0.3 | 5.1 | 6.8 | -2.2
O=C(COC(=O)C1=COCCO1)Nc1ccccc1OC(F)F | 5.2 | -5.0 | -0.2 | -9.1 | 21.6 | -3.0 | -1.1 | -0.2 | -5.1 | 0.3
CC(=O)CSc1nc(C(F)(F)F)cc(=O)n1-c1ccccc1 | 3.0 | -2.6 | -2.2 | 18.7 | 9.2 | 0.3 | 2.2 | -0.1 | -3.4 | 1.5
COC(=O)c1cc(C(=O)OC)n(Cc2ccc(F)cc2)c1C | -29.2 | 26.2 | 46.5 | -0.5 | -15.7 | -6.1 | -2.5 | -0.2 | 8.9 | -0.8
O=C(COc1ccc(S(=O)(=O)N2CCOCC2)cc1Cl)NCCCn1ccnc1 | -12.1 | -3.9 | -13.4 | 4.8 | 11.9 | 0.5 | 20.2 | -1.1 | 3.1 | -1.6
COc1ccc(C(=O)/C=C2/Sc3cc4c(cc3N2C)OCO4)cc1 | -20.9 | -0.3 | 0.2 | 5.9 | -42.1 | -2.5 | -4.3 | 0.3 | -4.0 | 4.4

Source: PubChem BioAssay
